# IMP-1 inhibitor – inhibitors of Pseudomonas aeruginosa IMP-1 metallo-beta-lactamase. purified IMP-1, nitrocefin hydrolysis, epi-absorbance fluorescence. inhibition, % at 5.6 µM. 0.45% of 290,000 active;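 active = inhibition above the mean plus 3 SD of all compounds in the same screening run, cut at about 4.5% in these data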;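 also: 0% = IMP-1 with DMSO and 100% = DMSO wells lacking enzyme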
#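 Test system: recombinant IMP-1 enzyme, purified / Medium: HEPES buffer pH 7.1 with ZnSO4 and Brij 35 / Doses: single dose, 5.6 µM / Times: 25 °C, 15 min preincubation, 25 min reaction / Detection: Epi-absorbance via hydrolysed-nitrocefin quenching of white-plate fluorescence, 480/530 nm, EDTA stop / Evaluation: percent inhibition from optical density relative to buffer-blank wells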
# IDE act – boosts human insulin-degrading enzyme activity in HEK cells. P14735. FAbeta-B cleavage, fluorescence polarization; 0% vehicle, 100% cell-free pure enzyme wells. activation, % at 5.96 µM. 0.073% of 340,000 active;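 active = activation above the mean of all tested compounds plus 3 SD, set per screening campaign, cut at about 17% in these data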
# Target sequence (P14735 whole entry, looked up): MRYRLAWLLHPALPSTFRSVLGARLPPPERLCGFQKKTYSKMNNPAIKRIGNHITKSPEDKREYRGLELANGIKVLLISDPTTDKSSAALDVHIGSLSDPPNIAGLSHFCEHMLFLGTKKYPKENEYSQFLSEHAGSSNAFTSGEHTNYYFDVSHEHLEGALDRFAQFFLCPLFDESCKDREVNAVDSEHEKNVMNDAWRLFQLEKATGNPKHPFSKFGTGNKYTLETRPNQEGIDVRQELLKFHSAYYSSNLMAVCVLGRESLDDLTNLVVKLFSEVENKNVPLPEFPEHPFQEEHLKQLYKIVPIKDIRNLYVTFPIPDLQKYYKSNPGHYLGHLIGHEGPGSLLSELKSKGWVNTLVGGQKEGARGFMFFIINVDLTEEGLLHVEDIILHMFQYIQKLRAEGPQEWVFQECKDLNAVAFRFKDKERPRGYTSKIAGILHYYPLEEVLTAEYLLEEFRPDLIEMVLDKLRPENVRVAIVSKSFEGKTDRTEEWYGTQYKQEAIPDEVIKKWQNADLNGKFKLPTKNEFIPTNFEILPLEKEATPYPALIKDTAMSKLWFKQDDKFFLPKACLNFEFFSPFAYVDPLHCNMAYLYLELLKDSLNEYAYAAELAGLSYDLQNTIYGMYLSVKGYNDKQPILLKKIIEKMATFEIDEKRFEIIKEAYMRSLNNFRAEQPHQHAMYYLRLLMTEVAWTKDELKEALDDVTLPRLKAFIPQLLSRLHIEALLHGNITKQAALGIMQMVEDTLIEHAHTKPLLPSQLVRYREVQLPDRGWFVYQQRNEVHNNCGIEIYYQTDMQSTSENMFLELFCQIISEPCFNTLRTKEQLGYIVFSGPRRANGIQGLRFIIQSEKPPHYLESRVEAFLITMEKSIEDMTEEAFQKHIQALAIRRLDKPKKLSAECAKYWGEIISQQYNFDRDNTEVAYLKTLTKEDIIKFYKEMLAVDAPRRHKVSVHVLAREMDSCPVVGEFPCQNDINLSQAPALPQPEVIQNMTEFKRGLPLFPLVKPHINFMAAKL
# GPR7 antag – blocks human GPR7 receptor signaling; AID 1861; P48145; 1.1% of 290,000 active; inhibition, % at 4.4 µM; GPR7-expressing cells, fluorescence antagonist assay; in the data active = inhibition above about 16%, passing the limit was not always enough;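 also: cells stimulated with the agonist NPW; 0% = agonist with vehicle and 100% = vehicle without agonist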
# pCIP destab – lowers stability of the mouse p/CIP coactivator protein; Q05BA5; F442A p/CIP-EGFP cells, EGFP fluorescence, 16 h; decrease of EGFP signal, % at 10 µM; 0.01% of 290,000 active;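 active = EGFP signal decrease of at least 30% at 10 µM or well 3 SD below plate mean, unless failing retest; inactive = the rest, including hits failing retest or dose response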; also: some compounds called inactive have numbers as strong as hits; many of its hits are not listed in these tables
# NALP1 yeast inh – NALP1 inhibition. inhibition, % at 10 µM. 0.61% of 280,000 active. S. cerevisiae NALP1/ASC/caspase-1 growth, X-gal OD620, 72 h; in the data active = inhibition mostly above about 24%, no sharp cut-off; inactive = mostly below about 32%; also: some compounds called inactive have numbers as strong as hits
# M18AAP inhibitor – PfM18AAP enzyme inhibition; recombinant PfM18AAP, H-Glu-NHMec fluorogenic cleavage; inhibition, % at 7.35 µM; 1.2% of 290,000 active;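 active = inhibition above the campaign mean inhibition over all tested compounds plus 3 SD, cut at about 28% in these data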;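 also: 0% = plate median of test compound wells and 100% = 2 mM ZnCl2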
# VIM-2 inh – blocks Pseudomonas aeruginosa VIM-2 metallo-beta-lactamase; purified VIM-2, nitrocefin hydrolysis, epi-absorbance fluorescence; 0.89% of 290,000 active; inhibition, % at 5.6 µM; AID 1527;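 active = inhibition above the mean of all tested compounds plus 3 SD, cutoff set per screening run, cut at about 7.5% in these data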;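 also: red hydrolysis product quenches plate fluorescence so inhibitors raise well fluorescence; 0% = enzyme with DMSO and 100% = DMSO without enzyme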
# PHOSPHO1 inh – blocks human PHOSPHO1 phosphatase activity; Q8TCT1; recombinant PHOSPHO1, absorbance phosphatase assay; inhibition, % at 13.3 µM; 1.1% of 290,000 active; AID 1565; in the data active = inhibition above about 60%
# IDE cell inh – inhibits human insulin-degrading enzyme in HEK cells. inhibition, % at 5.59 µM. P14735. FAbetaB cleavage, fluorescence polarization. 0.41% of 320,000 active;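 active = percent inhibition above the average of all tested compounds plus 3 SD, set per screening campaign, cut at about 16% in these data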;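 also: IDE supplied by intact live HEK cells; FP after avidin binding of uncleaved biotin substrate so inhibition keeps polarization high; 0% = DMSO wells and 100% = 60 µM reference IDE inhibitor Ii1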
# * hit, by the source's call; . = no result given.
SMILES,IMP-1 inhibitor,IDE act,GPR7 antag,pCIP destab,NALP1 yeast inh,M18AAP inhibitor,VIM-2 inh,PHOSPHO1 inh,IDE cell inh
CCOc1ccc(-c2nnn(CC(=O)NCc3ccc(F)cc3)n2)cc1OCC,0.0,-1,5,3,3,8,-2.5,4,1
COc1cc(NC(=O)c2c(F)c(F)c(F)c(F)c2F)c(OC)cc1Cl,-0.5,-3,5,-3,7,2,-2.2,18,-5
O=C(c1cnn2c(C(F)(F)F)cc(-c3ccccc3)nc12)N1CCCCC1c1cccnc1 (centres undefined),-2.8,5,0,-1,6,-2,0.7,20,1
CN(C)c1ccc(-c2nnc(SCC3CCCO3)n2C)cc1 (centres undefined),-1.8,1,4,-7,16,1,-4.9,44,-1
O=C(NCCO)c1ccc(Oc2ccc(C(F)(F)F)cc2[N+](=O)[O-])cc1,-2.0,-1,-10,-7,-10,-11,-1.2,49,-2
COc1ccc(C2=CC(=O)CC(c3ccc(OC)cc3)C2)cc1 (centres undefined),-1.9,2,13,-26,0,-3,-2.6,-1,0
CCc1cc(C(=O)c2ccc(C)cc2)c(NC(=O)CCl)s1,-4.2,-1,-3,3,12,13,-2.5,3,5
COc1ccc(NC(=O)CN(C)S(=O)(=O)c2cccc3nsnc23)cc1OC,-2.1,2,-10,-2,20,-7,-1.6,-13,8
CC(=O)O[C@H]1C[C@@]2(C)[C@@H](C[C@@H](O)[C@H]3[C@@]4(C)CC[C@@H](O)[C@@H](C)C4CC[C@@]32C)/C1=C(\CCC=C(C)C)C(=O)O (some centres undefined),-2.0,7,0,0,16,5,-2.5,-1,6
COC(=O)[C@H](CC(C)C)NC(=O)c1cc2c(cn1)[nH]c1ccccc12,-0.4,-1,-2,0,10,39*,-3.9,-21,2
Cc1ccc(S(=O)(=O)N/N=C\c2cn(CC(N)=O)c3ccccc23)cc1C,-2.8,-3,-4,0,-14,5,-1.8,31,1
CSc1ccccc1OCc1cc(C(=O)NCc2ccc(C)s2)no1,-6.5,3,-23,-6,7,2,-2.8,31,6
COc1ccc(C(=O)NC2CCCCCC2)cc1S(=O)(=O)N1CCCc2ccccc21,-0.5,3,1,-11,14,-5,-1.1,13,0
CC1CC(C)CN(C(=O)COC(=O)c2cc3ccccc3cc2O)C1 (centres undefined),-3.1,5,4,-13,8,7,-4.3,23,3
CCn1c(=S)sc2c(=O)n(CC(=O)Nc3ccccc3C(F)(F)F)c(C)nc21,41*,1,8,5,6,-3,21*,22,5
CC(C)Oc1cccc(C(=O)C2CCCN(Cc3ccc(Oc4ncccn4)cc3)C2)c1 (centres undefined),-1.1,1,12,8,-10,-13,-1.6,40,0
O=C1/C(=C/c2cccs2)Sc2ccccc21,-4.5,0,-12,-4,5,6,1.7,1,7
O=C(NCCCc1ccccn1)C1CCC(=O)N(Cc2cccc(F)c2)C1 (centres undefined),-3.9,-1,-5,0,-17,-5,-1.4,26,3
CC(=O)Nc1nc2ccc(C(=O)NCCOC(=O)C3CCCCC3)cc2s1,-2.1,2,-6,-4,6,3,-1.4,12,0
c1ccc2c(COn3nnc4ccccc43)cccc2c1,-3.1,-6,14,-9,-10,-10,-0.5,14,3
N#C/C(=C\c1ccccc1)C(=O)N1CCN(c2ccccc2F)CC1,-1.7,1,2,-8,27,-14,0.0,23,3
CCOc1cccc(NC(=O)CSc2nncn2N)c1,-4.2,-7,-5,10,-1,-2,-2.9,1,6
NCCS,-2.4,7,-6,-3,47*,5,0.1,6,-3
CC(NC(=O)COc1ccccc1F)C1CC2CCC1C2 (centres undefined),-3.2,-1,-8,22,-1,1,-2.7,24,0
CN(C)/C=C(/C(=O)c1ccc(Cl)cc1)S(C)(=O)=O,-1.3,-7,5,-7,-6,-8,-0.1,16,3

# Three entries out of the list, sorted by SMILES length, low to high:
SMILES,IMP-1 inhibitor,IDE act,GPR7 antag,pCIP destab,NALP1 yeast inh,M18AAP inhibitor,VIM-2 inh,PHOSPHO1 inh,IDE cell inh
NCCS,-2.4,7,-6,-3,47*,5,0.1,6,-3
CCOc1cccc(NC(=O)CSc2nncn2N)c1,-4.2,-7,-5,10,-1,-2,-2.9,1,6
CC(=O)O[C@H]1C[C@@]2(C)[C@@H](C[C@@H](O)[C@H]3[C@@]4(C)CC[C@@H](O)[C@@H](C)C4CC[C@@]32C)/C1=C(\CCC=C(C)C)C(=O)O (some centres undefined),-2.0,7,0,0,16,5,-2.5,-1,6

# New compounds follow
SMILES,IMP-1 inhibitor,IDE act,GPR7 antag,pCIP destab,NALP1 yeast inh,M18AAP inhibitor,VIM-2 inh,PHOSPHO1 inh,IDE cell inh
COc1cc(NC(=O)C23CC4CC(C2)CC(n2cnc([N+](=O)[O-])n2)(C4)C3)cc(OC)c1,-1.9,3,2,6,14,2,-1.6,-4,-4
CC(C)(C)C(=O)/C=c1\[nH]c(=O)/c(=C\c2ccccc2F)s1,-3.4,0,-12,1,1,2,-2.9,29,1
Cc1ccc(Cn2cc(/C=N/Nc3ccc([N+](=O)[O-])cn3)c3ccccc32)cc1,-2.6,4,-7,-48,23,54*,-1.0,-4,-3
O=C(CCS(=O)(=O)c1ccc(Br)cc1)Nc1ccccc1Cl,-3.9,4,-15,0,10,2,-1.0,11,11
Cc1ccc(S(=O)(=O)N2CCOCC2)cc1NC(=O)CSc1ccccn1,-0.7,2,-13,-12,0,-3,-0.1,-6,1
Nc1nc(SCc2ccccc2Cl)[nH]c(=O)c1-c1ccccc1,-1.6,-4,2,-10,13,1,-2.5,13,10
COc1ccc(CNC(=O)OCc2nccnc2C(=O)Nc2ccc(Br)cn2)cc1,-2.2,5,-19,-13,25,-13,0.0,26,-3
NC(=S)Nc1ccc(Cl)c(Cl)c1,2.6,6,-14,-5,.,1,-1.1,38,3
CN(C)S(=O)(=O)c1ccc(NC(=O)C2COc3ccccc3O2)cc1 (centres undefined),-2.4,4,5,-13,19,2,-1.2,-7,1
CCn1c(CNC(=O)c2ccccc2)nc2ccccc21,-0.2,-1,-10,.,.,1,-1.2,.,5
COCCNC(=O)COC(=O)/C=C/c1c(C)nn(Cc2ccc(Cl)cc2Cl)c1Cl,-1.4,-3,-9,-1,5,-1,-1.6,18,1
CC1CC(C)(C)NC(=S)N1CCCC(=O)NCc1ccccc1 (centres undefined),-2.4,2,0,-11,-4,-3,-0.8,36,-2
O=S(=O)(NC1c2cccc3cccc(c23)C1N1CCNCC1)c1ccc(Cl)cc1 (centres undefined),2.3,-3,49*,0,32,7,1.1,50,-1
Cc1ccc(C=Nc2ccccc2C#N)s1,-3.0,2,-7,-13,31,-2,-2.4,19,4
Oc1ccc(-c2nc3ccccn3c2NCc2ccc3c(c2)OCO3)cc1,-1.4,1,-4,-30,-31,13,-3.0,-30,0
Nc1cc(C(=O)O)ccc1Nc1ccccc1,-1.8,7,-6,-8,2,54*,-4.2,0,5
CNC(=O)NC(=O)C(OC(=O)c1cccc(S(=O)(=O)N2CCCCC2)c1)c1ccccc1 (centres undefined),-4.7,-3,-8,0,-8,-3,-4.6,-15,2
CN1CC(=O)N2C(c3ccc(Cl)cc3)c3[nH]c4ccccc4c3C[C@H]2C1=O (some centres undefined),-3.1,3,-3,6,5,1,-1.7,24,2
COc1ccc(-c2oc(/N=C/N3CCOCC3)c(C#N)c2-c2ccc(OC)cc2)cc1,-2.8,3,-13,-7,-6,-4,-0.5,11,0
COc1ccc(C(=O)/C=C/Sc2nc3ccccc3o2)cc1,-3.4,4,-2,-14,21,6,-3.0,16,-5
Cc1ccc(NC(=O)CC2=NC(=O)C(CC(=O)Nc3ccccc3F)S2)cc1 (centres undefined),-3.0,0,0,-6,2,-6,-2.9,-14,4
O=C(c1cccc(N2C(=O)C3C4C=CC(C4)C3C2=O)c1)N1CCCCCC1 (centres undefined),-3.4,15,-8,-4,3,-1,-0.6,4,-3
CC(C)NC(=O)c1ccc2c(c1)N(Cc1ccccc1)C(=O)C(C)(C)O2,-0.8,5,-7,-9,26,-19,-1.5,19,.
CCN(CC)c1ccc(NC(=O)c2cc3c(OC)cccc3[nH]2)cc1,-3.1,6,-30,9,12,-2,1.4,28,-5
COc1ccc(OCCNC(=S)Nc2cccc3ccccc23)cc1,-1.4,-4,-7,-6,28,-4,-4.5,-22,1

# Compound profiles, as listed above. Screens in order: IMP-1 inhibitor	IDE act	GPR7 antag	pCIP destab	NALP1 yeast inh	M18AAP inhibitor	VIM-2 inh	PHOSPHO1 inh	IDE cell inh
# COc1cc(NC(=O)C23CC4CC(C2)CC(n2cnc([N+](=O)[O-])n2)(C4)C3)cc(OC)c1 as listed: -1.9	3	2	6	14	2	-1.6	-4	-4
# Cc1ccc(Cn2cc(/C=N/Nc3ccc([N+](=O)[O-])cn3)c3ccccc32)cc1 as listed: -2.6	4	-7	-48	23	54*	-1.0	-4	-3
# CC(=O)Nc1nc2ccc(C(=O)NCCOC(=O)C3CCCCC3)cc2s1 as listed: -2.1	2	-6	-4	6	3	-1.4	12	0
# CN(C)c1ccc(-c2nnc(SCC3CCCO3)n2C)cc1 (centres undefined) as listed: -1.8	1	4	-7	16	1	-4.9	44	-1

# Other structures follow.
SMILES,IMP-1 inhibitor,IDE act,GPR7 antag,pCIP destab,NALP1 yeast inh,M18AAP inhibitor,VIM-2 inh,PHOSPHO1 inh,IDE cell inh
CCOC(=O)c1cc2c(=O)n3ccccc3nc2n(CCOC)c1=NC(=O)C(C)(C)C,-0.4,-1,-3,-2,-1,2,-0.5,34,-1
C#CC[N+](C)(C)CCN1C(=O)C2C(c3ccccc3)C=CC(c3ccccc3)C2C1=O (centres undefined),-0.9,6,-8,-9,42,4,-1.8,-29,3
CN(c1ccccc1)C(c1ccc(F)cc1)c1nnnn1C1CCCC1 (centres undefined),-3.0,-7,-2,4,44,-3,-2.6,0,-1
CCn1c(CC(=O)Nc2ccc(F)cc2)nnc1SCC(=O)N1CCOCC1,-5.4,-4,-10,-10,25,-7,-2.2,8,4
O=[N+]([O-])c1cc(/C=N/n2c(-c3ccncc3)n[nH]c2=S)ccc1Cl,-4.7,-5,-2,-5,-20,9,-0.6,-29,1
COc1cccc(Nc2ncccc2C(=O)Nc2ccccc2)c1,0.2,3,-3,6,3,-3,-2.2,2,-4
Cc1cccc(N2CCN(S(C)(=O)=O)CC2)c1C,-4.9,2,10,5,2,9,-2.1,-1,7
O=C(NC1CCCCC1)c1ccc(CS(=O)Cc2ccc(Cl)cc2)o1 (centres undefined),-0.3,3,-2,-9,-16,-5,-1.9,26,-3
Nc1nc(SCC(=O)NN(c2ccccc2)c2ccccc2)n[nH]1,-4.2,-4,5,-8,26,-3,-4.1,-9,-4
